eIF2B yeast act: modulators of yeast eIF2B activity; S. cerevisiae eIF2B-epsilon R284H, GCN4-lacZ luminescence; inhibition, % at 25 µM (by protocol); 0.91% of 27,000 active; AID 688;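 active means mutant luminescence inhibited past about 50% while wild type luminescence and mutant growth stay under set limits, limit read from the data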; further: some compounds called inactive have numbers as strong as hits
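Times: 16 h growth with compound at 30 °C, 90 min Beta-Glo step; Assay system: yeast eIF2B-epsilon R284H mutant carrying GCN4–beta-galactosidase fusion; Measure: % inhibition of reporter signal and growth versus controls; Dosing: one concentration, 25 µM, 0.25% DMSO; Buffer or medium: YPD yeast growth medium; Measured by: Beta-Glo luminescence plus absorbance at 595 nm.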
Yeast growth tox: Compounds toxic to wild-type S. cerevisiae growth; A595 turbidity, 16 h; growth inhibition, % at 25 µM (by protocol); 0.3% of 30,000 active;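 active means mutant and wild-type yeast strains alike exhibit over 30% growth inhibition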;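 further: 0% = untreated cell controls and 100% = YPD media blanks without cells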
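System: S. cerevisiae wild-type or eIF2Bepsilon-R284H mutant strain; times: 16 h growth with compound, 30 °C; signal: absorbance at 595 nm (turbidity); measure: growth inhibition (%) versus cell controls and blanks; compound: 25 µM single dose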
Yeast growth tox inhibition %: recorded beside Yeast growth tox, whose call it bears; growth inhibition, %; S. cerevisiae eIF2Bepsilon-R284H mutant growth, A595 turbidity, 16 h;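 each compound tested once at 25 µM; 0% equals untreated cells and 100% equals cell-free medium blanks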
eIF2B yeast act mutant toxicity: further read-out of eIF2B yeast act, marked with its call; growth inhibition, %; measured here: mutant yeast growth, toxicity;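 each compound tested once at 25 µM; zero equals untreated control growth and 100 equals blank medium absorbance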
The depositor's hits bear a star; . = no result given.

SMILES	eIF2B yeast act	eIF2B yeast act mutant toxicity	Yeast growth tox	Yeast growth tox inhibition %
CCCC(=O)Nc1ccc(Cl)c(NC(=O)c2ccc(Br)o2)c1	27	10	-9	10
C=CCn1c(Cc2csc(N)n2)nnc1SCC(=O)OCC	27	.	.	.
CSCCC(NS(=O)(=O)c1ccc2c(c1)OCCO2)C(=O)NCCc1ccccn1 (configuration not stated)	-10	-3	2	-3
Cc1cc2cc3c(cc2nc1SCC(=O)N1c2ccccc2CC1C)OCO3 (configuration not stated)	42	16	-10	16
O=C(NCc1ccccc1)c1ccc(CN2CCOCC2)cc1	16	19	18	19
Cc1nc(CN2CCN(C(=O)c3ccc(Br)cc3)CC2)cs1	.	.	-7	-10
Cc1cc(N2CCN(Cc3ccc4c(c3)OCO4)CC2)n2ncnc2n1	20	7	10	7
COc1ccc(Cn2c(C)cc3c(c2=O)C(c2cccs2)C(C#N)=C(N)O3)cc1OC (configuration not stated)	0	-26	-10	-26
COc1cc(OC)cc(-c2nnc(SCC(=O)N3CCCC3)o2)c1	35	.	.	.
Cc1cccc(-n2ncc3c(NCc4ccccn4)ncnc32)c1	19	.	.	.
CCCOc1ccc(C(=O)Nn2c(C)nc3ccccc3c2=O)cc1	26	-25	-2	-25
Cc1ccc(S(=O)(=O)N(C)CC(=O)NCc2ccncc2)cc1	.	.	16	20
CCCc1c(O)nc(SCCN(CC)CC)[nH]c1=O	.	.	8	26
O=C(CN1CCOCC1)Nc1nc2ccc(F)cc2s1	14	16	4	16
CCc1ccccc1NC(=O)CSc1nc2n[nH]c(C)c2c(=N)n1-c1ccc(OC)cc1	14	-14	18	-14

Record cards (already shown). Order of screens: eIF2B yeast act, eIF2B yeast act mutant toxicity, Yeast growth tox, Yeast growth tox inhibition %
Listed for COc1cc(OC)cc(-c2nnc(SCC(=O)N3CCCC3)o2)c1 = 35, ., ., .
Listed for C=CCn1c(Cc2csc(N)n2)nnc1SCC(=O)OCC = 27, ., ., .
Listed for CSCCC(NS(=O)(=O)c1ccc2c(c1)OCCO2)C(=O)NCCc1ccccn1 (configuration not stated) = -10, -3, 2, -3
Listed for Cc1cccc(-n2ncc3c(NCc4ccccn4)ncnc32)c1 = 19, ., ., .
Listed for O=C(NCc1ccccc1)c1ccc(CN2CCOCC2)cc1 = 16, 19, 18, 19

Further entries:
SMILES	eIF2B yeast act	eIF2B yeast act mutant toxicity	Yeast growth tox	Yeast growth tox inhibition %
CCOC(=O)c1nnn(-c2nonc2N)c1COc1cc(C)c(Cl)c(C)c1	19	6	-18	6
CCSc1nnc([C@H](C)NC(=O)OC(C)(C)C)o1	23	4	4	4
COc1ccccc1NC(=O)C1=C(C)Nc2nc(-c3ccccc3)nn2C1c1ccccn1 (configuration not stated)	11	9	8	9
CC(C)Cn1c(CNC(=O)c2ccccc2)nc2ccccc21	22	-7	-12	-7
CC1=NN(/C(=N\c2nnc(C)s2)Nc2ccccc2)[C@H](c2cccc3ccccc23)S1	.	.	-4	-23
Cc1ccc2cc(C(c3nnnn3Cc3ccccc3)N3CCc4ccccc43)c(=O)[nH]c2c1 (configuration not stated)	17	4	27	4
CCOc1ccccc1NC(=O)Cn1nnc(C(=O)Nc2ccccc2Cl)c1N	38	-4	-31	-4
COc1ccc(-c2nnc(SCC(=O)c3cccs3)o2)c(OC)c1	8	-11	-6	-11
COC(=O)c1oc2ccc(Cl)cc2c1NC(C)=O	12	15	23	15
O=C(c1nc(-c2ccccc2)n(-c2ccccc2)n1)N1CCN(S(=O)(=O)c2ccccc2)CC1	11	4	-3	4
CCOc1cc(NS(=O)(=O)c2ccc(OC)cc2)c(OCC)cc1NC(=O)c1ccco1	24	-9	-32	-9
CC1CCN(c2ccc(NC(=O)c3cccnc3)cc2)CC1	-19	4	3	4
CCOC(=O)c1ccc(OCc2nc(-c3cccs3)no2)cc1	.	.	-14	-20
COc1ccc(-c2nn(CC(=O)N(C)C)c(=O)c3ccccc23)cc1	14	.	-5	0
Cc1cc(N2C(=O)C(O)=C(C(=O)c3ccco3)C2c2ccc(O)cc2)no1 (configuration not stated)	-18	.	-2	0
Oc1ccc(CN2CCc3ccccc3C2)c2cccnc12	14	-11	3	-11
Cc1ccc(C(=O)C(C)OC(=O)C2=COCCO2)cc1C (configuration not stated)	11	-16	-3	-16
Cc1scc(C(=O)Nn2cnnc2)c1-c1ccccc1	7	-18	28	-18
CCOc1ccc(N2C(=O)CC(/C=C3/N(C)c4ccccc4C3(C)C)C2=O)cc1 (configuration not stated)	-34	.	-19	0
Cc1nn(C)c(C)c1S(=O)(=O)NC1CCCC1	12	.	-5	0
Cc1ccc(-n2c(=O)c(C#N)cc3c(=O)n4ccccc4nc32)cc1C	.	.	3	4
COCCOC(=O)c1c(C)nc(SCC(=O)Nc2ccc(C)cc2)c(C#N)c1-c1ccco1	-5	-7	-7	-7
CCCSc1nc(N2CCOCC2)c2c(c1C#N)CC(C)(C)SC2	.	.	8	8
CC(C(=O)N1CCc2ccccc21)n1cccc1 (configuration not stated)	15	-14	-14	-14
CNCCCOc1ccc(C)cc1Br	.	.	13	0
CC1CCCN(c2nc3nonc3nc2N2CCCC(C)C2)C1 (configuration not stated)	38	.	.	.
COC(=O)CC1Oc2ccccc2N(Cc2ccc(C)cc2)C1=O (configuration not stated)	45	-12	0	-12
COc1ccc(C(=O)CSc2nnc(C3CCCCC3)n2N)c(OC)c1	22	6	9	6
COCC(=O)Nc1ccc(S(=O)(=O)NCCc2ccccc2)cc1	-3	10	7	10
O=C(c1ccccc1Cl)N1CCNCC1	26	-5	0	-5
Cc1ccc(-n2c(SCC(=O)NCC3CCCO3)nnc2-c2ccoc2C)cc1 (configuration not stated)	18	11	6	11
COc1ccc(-c2nnc(-c3cccnc3)o2)cc1	4	5	-9	5
O=C1CC(Nc2ccccc2)C(=O)N1c1ccc(N2CCOCC2)cc1 (configuration not stated)	4	-14	21	-14
CCN(CC)C(=O)Cn1nc(-c2ccccc2O)nc1SCC(=O)Nc1ccc(OC)cc1	18	-14	3	-14
O=c1c2c3c(sc2nc2n1CCCC2)CCCCC3	13	16	27	16
CS(=O)(=O)N(CC(=O)Nc1ccccc1)Cc1ccc(Cl)cc1	.	.	12	7
CCc1ccc(N(C(=O)c2ccco2)C(C(=O)NC2CCCC2)c2ccco2)cc1 (configuration not stated)	-8	.	.	.
CCOc1ccc(C(C)C)cc1S(=O)(=O)n1nc(C)cc1C	.	.	-3	3
CCC(C)NC(=O)C1CC(c2ccc(OC)cc2)=NO1 (configuration not stated)	2	19	10	19
Cc1ccc(CNC(=O)CCS(=O)(=O)c2ccc(Br)s2)cc1	21	11	23	11
CC(C)CC(=O)N/C(N)=N/c1nc2ccccc2s1	23	20	21	20
Cc1cc2c(C)nc3ccccc3c2o1	-7	.	.	.
CCN(CCCNC(=O)CCCN1C(=O)COc2ccc(C)cc21)c1cccc(C)c1	15	-2	-8	-2
Cc1ccc(C(C(=O)NC2CCCCC2)N(Cc2ccco2)C(=O)C2COc3ccccc3O2)o1 (configuration not stated)	23	19	9	19
COC(=O)[C@H](Cc1ccccc1)NC(=O)NCc1ccccc1OC	29	-28	-5	-28

Overlap with the part before: 3 compounds, followed by the next part.
SMILES	eIF2B yeast act	eIF2B yeast act mutant toxicity	Yeast growth tox	Yeast growth tox inhibition %
CCN(CCCNC(=O)CCCN1C(=O)COc2ccc(C)cc21)c1cccc(C)c1	15	-2	-8	-2
Cc1ccc(C(C(=O)NC2CCCCC2)N(Cc2ccco2)C(=O)C2COc3ccccc3O2)o1 (configuration not stated)	23	19	9	19
COC(=O)[C@H](Cc1ccccc1)NC(=O)NCc1ccccc1OC	29	-28	-5	-28
CN(C)CC(=O)Nc1nc(-c2ccccc2)cs1	26	13	16	13
COC(=O)CSc1nnc(-c2cccc(NC(=O)c3ccc(C)cc3)c2)n1C	-5	.	31	0
O=C(Cc1ccccc1)N(c1ccc(F)cc1)C1C=CS(=O)(=O)C1 (configuration not stated)	56*	.	7	-9
Clc1ccccc1-c1nc(-c2ccccc2)n[nH]1	22	.	.	.
CCN(CCCNC(=O)CCCCn1c(=O)[nH]c2ccccc2c1=O)c1ccccc1	25	15	22	15
CCNC(=O)CC1C(=O)N(CC)C(=S)N1NC(=O)c1ccc(Cl)cc1 (configuration not stated)	21	-15	5	-15
COc1ccc(N2C(=O)CCC(C(C)=O)=C2C)cc1	15	.	-6	0
O=C(NC1CCCc2ccccc21)c1ccc(=O)[nH]c1 (configuration not stated)	-38	10	-8	10
C=C(c1ccc(OC)cc1)c1ccc(OC)cc1	-10	13	15	13
O=C(c1ccccc1CCc1ccccc1)N1CCN(c2ccccn2)CC1	24	.	3	0
COc1ccc(C(=O)/C=C/Nc2ccc(C)cn2)cc1OC	-9	-7	-16	-7
O=C(Nc1cccc(-c2cnc3ccccc3n2)c1)c1ccco1	29	9	3	9
CCOC(=O)N1CCC(NC(=O)CCC(=O)N2CC(C)Oc3ccccc32)CC1 (configuration not stated)	22	4	8	4
O=C(O)CCCC(=O)Nc1cccc(C(F)(F)F)c1	18	19	14	19
COc1ccc(C2C(C(C)=O)=C(C)Nc3ncnn32)cc1OC (configuration not stated)	19	4	-13	4
COc1ccccc1OCc1nc2ccccc2[nH]1	.	.	-4	0
O=C1CN(c2ccccc2Cl)C(=O)CN1c1ccccc1Cl	34	7	3	7
O=C(Nc1ccccc1)c1ccc(OC(=O)c2cc3ccccc3o2)cc1	26	19	7	19
CCOC(=O)c1ccc2nc(NC(=O)c3cccs3)sc2c1	48	-29	-51	-29
CC(=O)Nc1ccc(S(=O)(=O)N2CCC(NC(=O)C(Cc3cccn3C)NC(C)=O)CC2)cc1 (configuration not stated)	23	7	12	7
Cc1cc(NC(=O)CCC2CCCC2)no1	.	.	-1	11
Nc1ccc(S(=O)(=O)c2ccc(Cl)cc2)cc1	16	22	33	22
CCC(=O)Nc1cccc(NC(=O)CSc2nnc(C(C)C)n2CC)c1	16	-5	4	-5
CC(=O)N1CCc2ccc(C(=O)CN3CCN(c4cccc(C)c4C)CC3)cc21	18	-5	2	-5
CC(Oc1ccc(Cl)cc1Cl)C(=O)NCCN1CCOCC1 (configuration not stated)	22	.	15	0
O=C(CCN1C(=O)C2C3C=CC(C3)C2C1=O)N1CCN(c2ccccn2)CC1 (configuration not stated)	-6	-9	-8	-9
COCCNC(=O)c1ccc(CN2CCOCC2)cc1	29	.	.	.
Cc1ncc(CCl)c2c1OC(C)(C)OC2	7	-6	-5	-6
O=C(CSc1nnc(-c2ccco2)n1Cc1ccco1)Nc1ccccc1	35	-5	-1	-5
CCOC(=O)Cc1nnc(NC(=O)COc2ccc(OC)cc2)s1	.	.	25	9
O=C1Nc2ccc(S(=O)(=O)N3CCCC3)c3cccc1c23	14	9	15	9
O=C(Nc1nccs1)c1cccc(NC(=O)c2ccco2)c1	36	-6	5	-6
COc1ccccc1-n1cnnc1SCC(=O)Nc1cc(C(C)(C)C)nn1-c1ccccc1	20	.	7	0
CC(=O)SCCC(=O)N1C(C)CCCC1C(=O)O (configuration not stated)	2	-24	-8	-24
O=C(COC(=O)Cc1cccs1)Nc1ccc(F)c(F)c1F	15	16	15	16
COc1cc2cc(/C=C/C(=O)c3ccco3)c(Cl)nc2cc1OC	.	.	-10	-16
CCCNC(=O)NC(=O)CSc1nnc(C)n1N	.	.	9	18
CN1C(=O)C(O)(CC(=O)c2ccccn2)c2cc(Br)ccc21 (configuration not stated)	16	14	7	14
CCCN=CC1=C(O)CC(c2ccccc2)CC1=O (configuration not stated)	7	7	-15	7
Cn1c(CCN2CCN(c3ccccc3)CC2)nc2cc(NC(=O)c3ccco3)ccc21	13	-2	2	-2
N#Cc1cc2cc3c(cc2nc1SCC(=O)OC1CCCCC1)OCO3	17	-32	-68	-32
O=C(O)C1C2CCC(O2)C1C(=O)NCCC1=CCCCC1 (configuration not stated)	15	-8	8	-8
O=C(CN1CCN(c2ccccc2F)CC1)c1c[nH]c2ccc(F)cc12	30	-19	3	-19
CC(C)C1N=C2c3ccccc3N=C(SCC(=O)c3ccc(O)c(O)c3)N2C1=O (configuration not stated)	7	.	.	.
Cc1ccc(-c2n[nH]c3c2CCC3)cc1	26	30	29	30
C=CCN1C(=O)C(Cc2ccccc2)S/C1=N/N=C/c1cccs1 (configuration not stated)	.	.	9	8
CN(C)S(=O)(=O)N1CCN(S(=O)(=O)c2ccc(F)cc2)CC1	2	-7	-14	-7

Quoted at random: 2 entries already listed
SMILES	eIF2B yeast act	eIF2B yeast act mutant toxicity	Yeast growth tox	Yeast growth tox inhibition %
N#Cc1cc2cc3c(cc2nc1SCC(=O)OC1CCCCC1)OCO3	17	-32	-68	-32
O=C(COC(=O)Cc1cccs1)Nc1ccc(F)c(F)c1F	15	16	15	16

Screening data as filed in PubChem.

This is a subset; rates above refer to the full screens.
